FBW7 act: human FBW7 E3 ligase activation, primary screen; normalized activity (activation), % at 26.1 µM; Q969H0; actives 0.13% (n = 650,000); AlphaScreen FBW7–phospho-cyclin E peptide binding, activator screen; in the data active = normalized activity above about 1.9%;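 also: purified mutant Fbw7 with reduced substrate affinity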
Target sequence (Q969H0 whole entry, looked up): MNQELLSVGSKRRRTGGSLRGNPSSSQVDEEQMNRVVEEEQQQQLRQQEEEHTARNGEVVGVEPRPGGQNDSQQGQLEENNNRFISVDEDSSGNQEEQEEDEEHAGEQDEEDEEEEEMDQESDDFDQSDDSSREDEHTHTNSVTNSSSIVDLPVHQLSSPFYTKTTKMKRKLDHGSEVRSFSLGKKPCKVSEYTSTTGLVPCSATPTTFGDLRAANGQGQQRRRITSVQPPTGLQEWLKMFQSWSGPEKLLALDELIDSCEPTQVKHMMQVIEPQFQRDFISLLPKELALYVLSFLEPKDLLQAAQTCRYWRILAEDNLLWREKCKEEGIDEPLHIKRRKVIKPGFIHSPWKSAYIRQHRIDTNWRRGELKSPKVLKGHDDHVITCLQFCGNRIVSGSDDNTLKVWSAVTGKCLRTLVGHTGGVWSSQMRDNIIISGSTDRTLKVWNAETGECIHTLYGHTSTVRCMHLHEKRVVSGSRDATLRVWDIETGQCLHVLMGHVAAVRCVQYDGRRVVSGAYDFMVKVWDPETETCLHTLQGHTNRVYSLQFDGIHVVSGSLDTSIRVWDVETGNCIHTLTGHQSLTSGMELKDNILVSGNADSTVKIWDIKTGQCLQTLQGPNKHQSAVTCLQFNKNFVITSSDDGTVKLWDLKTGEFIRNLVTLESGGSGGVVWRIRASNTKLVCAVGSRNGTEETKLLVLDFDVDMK
TEAD-YAP block: TEAD-YAP interaction inhibition. HEK-TIYL cells, TEAD-Gal4/YAP UAS-luciferase luminescence. inhibition, % at 9.12 µM. actives 1.4% (n = 640,000). AID 1259422; in the data active = inhibition above about 32%;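 also: 0% = median of test compound wells and 100% = reference inhibitor wells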
MITF inh: inhibitors of human MITF; O75030; AlphaScreen MITF homodimerization, bead proximity signal; inhibition, % at 2.6 µM; actives 0.91% (n = 650,000); in the data active = inhibition above about 50%;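 also: 0% = vehicle wells with protein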
GPR151 activ: activates the human receptor GPR151; actives 1% (n = 650,000); Q8TDV0; PathHunter beta-arrestin GPR151 cells, luminescence; activation, % at 11.2 µM; in the data active = activation above about 4.9%;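 also: 0% = median of compound wells and 100% = cells with positive control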
* hit, by the source's call; nt = no result given. Outcome played no part in choosing rows; 3.4% or so of the library scored in one or more.

SMILES	FBW7 act	TEAD-YAP block	MITF inh	GPR151 activ
O=C(CSc1ccccn1)Nc1ccc2nc(SCc3ccccc3)sc2c1	0.1	-18	5	-0.5
CN(CCNC(=O)c1cn(C)c(=O)c2c1c1ccccc1n2C)Cc1ccccc1	0.1	5	-2	-0.7
CCCn1c(=N)c(S(=O)(=O)c2ccc(C)cc2)cc2c(=O)n3ccccc3nc21	-0.1	-8	23	-1.5
COc1ccc(C(=O)Nc2ccc(-n3nncc3-c3ccccc3)cc2)cc1	0.1	15	4	1.1
COc1ccnc(CS(=O)c2nc3cc(OC(F)F)ccc3[nH]2)c1OC (stereo not given)	-0.1	-2	6	3.1
O=C(CCc1nnc(CCC2CCCCC2)o1)NCc1cn2cccnc2n1	-0.1	4	-1	0.4
O=C(NC1CCCCC1)c1nn2c(c1Cl)NC(c1ccccc1)CC2C(F)(F)F (stereo not given)	0.0	0	0	-0.4
CCc1ccc(Nc2nc(C)cc(C)n2)cc1	0.2	-37	16	-1.9
N=C1/C(=C/c2cccn2-c2cccc([N+](=O)[O-])c2)C(=O)N=C2SC=CN12	-0.1	19	0	0.4
OC1(c2ccc3c(c2)CN(Cc2ccccn2)CCO3)CCN(c2ccccc2F)CC1	-0.3	7	4	-0.3
Cc1ccc(C(C)C)c(OCC(=O)Nc2cccc(Cl)c2)c1	0.1	10	5	1.3
CN1C(=O)C(=Cc2cc(Br)c(N3CCOCC3)o2)C(=O)N(C)C1=O	0.0	-1	20	0.2
CN1CCN(C(=O)c2ccc3c(c2NCCO)C(=O)c2ccccc2C3=O)CC1	-0.3	-4	1	-1.0
CCOC(=O)C1CCN(S(=O)(=O)c2ccc(-c3cc(C)no3)cc2)CC1	-0.2	-2	-16	1.0
O=C1CSC(c2ccc(C3SCC(=O)N3c3ccccc3F)cc2)N1c1ccccc1F (stereo not given)	-0.2	4	0	-1.1
COc1ccc(C(=O)NC(=S)Nc2ccccc2N2CCN(C)CC2)cc1[N+](=O)[O-]	0.0	18	7	-0.2
CCSc1nnc(CSc2ncccn2)n1-c1ccc(OC)cc1	-0.3	-2	1	-1.4
O=C(NOCCc1ccccc1)Nc1ccc([N+](=O)[O-])cc1	0.2	-7	2	-1.1
CC(NC(=O)c1ncoc1-c1ccc(F)cc1)c1cccnc1 (stereo not given)	0.4	-6	7	-1.0
Cc1cccc(OCCOc2ccc(/C=N/n3cnnc3)cc2)c1	0.0	-14	4	-0.1

Overlap with the part before: 3 entries; new compounds follow.
SMILES	FBW7 act	TEAD-YAP block	MITF inh	GPR151 activ
O=C(NOCCc1ccccc1)Nc1ccc([N+](=O)[O-])cc1	0.2	-7	2	-1.1
CC(NC(=O)c1ncoc1-c1ccc(F)cc1)c1cccnc1 (stereo not given)	0.4	-6	7	-1.0
Cc1cccc(OCCOc2ccc(/C=N/n3cnnc3)cc2)c1	0.0	-14	4	-0.1
O=c1c(-c2ccc(Cl)cc2Cl)c(C(F)(F)F)oc2cc(O)ccc12	-0.1	7	-14	0.9
COc1cccc(NC(=O)COc2ccccc2C(=O)NCCOc2ccccc2)c1	-0.1	5	11	2.6
CC(C)(C)n1nc2c(c1NC(=O)c1ccccc1[N+](=O)[O-])CS(=O)(=O)C2	nt	nt	2	-0.2
CCn1cc(C2=NOC(C(=O)Nc3cccc(O)c3)C2)c(C)n1 (stereo not given)	0.2	10	10	-1.1
CCOC(=O)c1sc(=S)n2c1[nH]c(=O)c1ccc(C(=O)OC)cc12	0.0	0	-8	2.9
Cc1nc(-c2ccc(N3CCN(C(=O)NC4CCCCC4)CC3)nc2)no1	0.6	-7	7	-0.9
CCOc1ccc(C2NC(=O)CCC2[N+](=O)[O-])cc1 (stereo not given)	0.1	4	-9	0.0
COc1ccc(C2=NN(C(=O)CSc3nnc(CNC(=O)c4ccc([N+](=O)[O-])cc4)n3C)C(c3ccc(F)cc3)C2)cc1 (stereo not given)	-0.1	4	4	0.1
Cc1ccc(C)n1-c1ccc(C(=O)O)cc1O	-0.7	-10	62*	-0.9
Cn1cc(CC(=O)NCc2ccccn2)c2ccccc21	0.0	-5	-7	-0.6
O=C(COc1ccc(Cl)cc1)NCC1(c2cccs2)CCOCC1	-0.2	2	0	0.6
CCOC(=O)c1c(NC(=O)CSc2nnc(CNC(=O)c3cccc(OC)c3)n2-c2ccccc2OC)sc2c1CCC2	0.6	-2	8	-1.4
Cc1cc(NC(=O)CSc2nc3ccsc3c(=O)n2CCN2CCCC2)no1	-0.3	-7	3	-1.8
O=C(O)c1ccc(N=Cc2nc(-c3ccc(Cl)cc3)oc2O)cc1	0.1	6	13	0.5
Cc1ccccc1N=c1oc2ccc3ccccc3c2cc1-c1nc2ccccc2[nH]1	0.1	-5	3	0.5
COc1ccc(C)cc1N1C(=NC(=O)C(C)C)SC2CS(=O)(=O)CC21 (stereo not given)	-0.2	2	0	0.6
c1cncc(CNc2nccc(NCCN3CCOCC3)n2)c1	-0.1	-17	4	3.8
CCOc1ccc(CN2CCN(C3CCCC3)C(CCO)C2)cc1 (stereo not given)	0.0	-5	-3	3.6
CCOC(=O)c1ccc(OCC2c3cc(OC)c(OC)cc3CCN2C(=O)c2ccc([N+](=O)[O-])cc2)cc1 (stereo not given)	0.1	-16	15	-0.9
Cc1cnc(Oc2ccccc2)nc1NC1CC1	0.1	8	-5	-1.0
COc1ccc(/C=N\Nc2ncc(F)c(N3CCOCC3)n2)cc1OC	-0.6	-9	8	-0.1
Cc1ccccc1OCC(O)Cn1c(N2CCCCC2)nc2c1c(=O)[nH]c(=O)n2C (stereo not given)	0.5	9	10	-1.1
Cc1ccc(-c2nc3ccccc3s2)cc1NC(=O)COc1ccccc1	0.1	-8	13	-0.3
C/C(=N\NC(=O)c1ccc(NS(=O)(=O)c2cccs2)cc1)c1ccco1	0.1	-18	-3	0.6
CCC(C)(C)NC(=O)CN(C(=O)CCC(=O)Nc1cc(C)ccn1)c1cccc(C)c1C	-0.1	13	2	0.2
COc1ccc(CNc2nccn3c(-c4cccc(O)c4)cnc23)cc1	0.1	-8	-7	0.9
CC(=O)c1ccc(OCc2cc(C(=O)N3CC[C@@H]4CCCC[C@H]4C3)no2)cc1	0.1	-49	5	-0.6
CC(C)(C)c1ccc(C(=O)NCc2nnc(SCC(=O)NCc3ccco3)o2)cc1	0.1	2	6	2.2
Cc1ccc(N2C(=O)/C(=C/c3ccc(-c4cc(Cl)ccc4Cl)o3)C=C2c2ccccc2)c(C)c1	0.5	-3	12	-0.9
O=C(CCN1C(=O)c2ccccc2C1=O)NCCc1ccc(Cl)cc1	-0.1	0	18	-0.1
CCCOC(=O)c1c(NC(=O)C2C3C=CC(C3)C2C(=O)O)sc2c1CCCC2 (stereo not given)	0.0	16	0	-0.1
O=S(=O)(c1cccnc1)N1CCN(Cc2nc3ccccc3n2Cc2ccccc2)CC1	0.1	-17	-5	-0.5
CC1CCN(Cc2ccc(-c3nnn(CC(=O)NC4CCCCC4)n3)cc2)CC1	-0.1	1	-4	-0.8
Cc1ccccc1NC(=O)CN(C)S(=O)(=O)c1ccc2nc(-c3ccccc3)[nH]c2c1	0.1	10	9	0.0
CCOC(=O)c1cccc(NC(=O)/C=C/c2ccc(Cl)cc2)c1	0.0	-5	3	-0.5
CCCOc1ccc2ccccc2c1/C=C1\SC(N)=NC1=O	-0.1	52*	5	0.0
CN(C)S(=O)(=O)c1ccc(Cl)c(NC(=O)CN2CCNC(=O)C2)c1	0.2	-8	-14	5.2*
CCN(CC)S(=O)(=O)c1ccc2nc(NC(=O)CC(C)C)sc2c1	0.0	42*	-14	-1.0
COc1ccccc1C(=O)NC(=S)Nc1ccc(Cc2ccncc2)cc1	-0.1	-1	2	0.2
O=C(CN1CCN(S(=O)(=O)c2ccc(Br)cc2)CC1)Nc1ccc(Cl)c(C(F)(F)F)c1	0.0	11	-5	5.8*
CC1Sc2ccc(C#N)cc2N(Cc2ccccn2)C1=O (stereo not given)	-0.3	3	-8	0.4
CN(C)CCP(=O)(CCN(C)C)c1ccccc1	-0.1	-4	-1	1.5
O=C(c1cc(Cl)nnc1Cl)N1CCCCC1	0.1	2	5	0.4
CC(C)NC(=S)N1CCC(C(=O)NC(c2ccc(F)cc2)c2ccccn2)CC1 (stereo not given)	0.1	-1	-2	-0.5
O=C(CSc1nc2ccc(N3C(=O)c4ccccc4C3=O)cc2s1)N1CCCCC1	-0.2	-3	4	-0.9
Cc1nnc(NC(=O)c2ccc(Br)cc2F)s1	-0.1	-30	8	-0.7
Fc1ccc(Cc2nnc(-c3cccs3)o2)cc1	0.1	-47	-2	0.9
O=C(O)c1c(C(=O)O)c(-c2ccc(Cl)c(Cl)c2)n2c1CSC2	0.2	-2	-2	2.8
O=C(Nc1ccccc1[N+](=O)[O-])c1cccc(N2C(=O)CCC2=O)c1	-0.1	0	5	-0.6
CCCN1CCN(c2cc(NCCCC(=O)O)c3c4c(onc24)-c2ccccc2C3=O)CC1	-0.3	10	22	-2.6
COc1cccc(NC(=O)N2CCCC2C(=O)NC(c2ccccc2)c2ccccc2)c1 (stereo not given)	0.0	12	-7	0.2
Cc1ccc(CN2CCN3C(=O)[C@H](C(C)C)NC(=O)[C@H]3C2)cc1	-0.2	2	3	-0.9
CCOC(=O)c1ccc(N2C(=O)CC(SC[C@H](N)C(=O)OCC)C2=O)cc1 (stereo not given in full)	0.0	7	-2	2.0
Nc1ccccc1C(=O)N=Nc1[nH]c(N)c2ccccc12	-0.2	-28	33	-2.1
CO[C@H]1[C@@H](O)[C@H](N)[C@@H](O[C@@H]2O[C@H](C(C)N)CC[C@H]2N)[C@H](O)[C@@H]1N(C)C(=O)CN (stereo not given in full)	0.3	7	19	-1.4
Cc1ccc(-c2cc(C(=O)NCCCCc3ccccc3)c3ccccc3n2)cc1	0.0	-12	5	0.1
Cc1ccc(N2CC(C(=O)Nc3ccc(F)cc3)CC2=O)cc1Cl (stereo not given)	0.1	-1	9	-0.2
CC(=O)NC1(c2ccccc2)CCN(C(=O)CCC2CCCC2)CC1	0.2	-4	-3	0.4
O=c1cc(C(F)(F)C(F)(F)F)oc2ccccc12	-0.3	-7	-10	1.8
NCCCSc1nnnn1-c1ccc(Cl)cc1	-0.2	-5	38	-2.1
Going on with the list.
SMILES	FBW7 act	TEAD-YAP block	MITF inh	GPR151 activ
CNC(=O)C(=O)NCCN1CCN(C(=O)c2ccccc2Cl)CC1	0.8	-2	-2	1.8
O=C(CC1(O)C(=O)N(Cc2ccccc2)c2ccccc21)c1ccccc1 (stereo not given)	0.0	1	5	-1.0
CCc1cc2c(=O)c(-c3ccon3)c(N)oc2cc1OC	0.0	-36	-9	-1.3
O=C(Nc1ccccc1F)c1ccc(O)cc1	0.0	4	11	-5.2
CCCCNc1nc(SCC(=O)NCCC(C)C)nc2ccccc12	0.9	10	15	-2.1
CC(C)NCCN1CCn2c1nc1ccccc12	0.6	9	12	-0.3
Nc1ncnc(Nc2cccc(Cl)c2Cl)c1[N+](=O)[O-]	0.0	3	18	0.5
CN(C)CCNC(=O)C(=O)NCC(c1ccco1)S(=O)(=O)c1ccccc1 (stereo not given)	0.0	6	5	-1.3
CCS(=O)(=O)NCCc1csc2nc(-c3ccc(F)cc3)nn12	-0.4	8	9	0.4
Cc1nn(CN2CCN(S(=O)(=O)c3c(F)cccc3F)CC2)c(C)c1[N+](=O)[O-]	0.0	-9	9	-0.3
COc1cc(C=O)cc(Br)c1OC(=O)c1ccco1	0.4	6	7	-0.1
CCCCCOc1ccc(N2C(=O)/C(=C/c3ccc(Br)cc3)N=C2c2ccccc2F)cc1	-0.1	-6	-3	0.3
CC[C@@H]1NC(=O)[C@H]2CN(C(=O)c3cc(F)c(F)cc3F)CCN2C1=O	-0.1	-7	-1	-1.7
Cc1[nH]nc2nc(SCC(=O)NCCC3=CCCCC3)n(-c3ccccc3Cl)c(=N)c12	0.1	6	19	-0.2
O=C(Cn1cnc2scc(-c3ccccc3)c2c1=O)Nc1ccccc1F	0.1	1	12	0.5
CCOc1cccc(C2C(C(=O)OC)=C(C)Nc3nnnn32)c1 (stereo not given)	-0.2	-9	1	-0.2
CCOC(=O)C1=C(Nc2ccccc2)CC(C)(O)C(C(=O)OCC)C1c1ccc(OC)cc1 (stereo not given)	-0.1	-7	-4	0.6
Cc1cccc(NC(=O)C(CC(C)C)NS(=O)(=O)c2ccc3nc(C)sc3c2)c1 (stereo not given)	-0.2	-20	-20	0.8
CN1CCN(C(=O)c2ccc(-c3nc(NCc4cccc(C(F)(F)F)c4)c4ncn(-c5ccccc5)c4n3)cc2)CC1	0.1	4	3	2.9

Among those listed so far, these contain an NH in an aromatic ring.
SMILES	FBW7 act	TEAD-YAP block	MITF inh	GPR151 activ
COc1ccnc(CS(=O)c2nc3cc(OC(F)F)ccc3[nH]2)c1OC (stereo not given)	-0.1	-2	6	3.1
CCOC(=O)c1sc(=S)n2c1[nH]c(=O)c1ccc(C(=O)OC)cc12	0.0	0	-8	2.9
Cc1ccccc1N=c1oc2ccc3ccccc3c2cc1-c1nc2ccccc2[nH]1	0.1	-5	3	0.5
Cc1ccccc1OCC(O)Cn1c(N2CCCCC2)nc2c1c(=O)[nH]c(=O)n2C (stereo not given)	0.5	9	10	-1.1
Cc1ccccc1NC(=O)CN(C)S(=O)(=O)c1ccc2nc(-c3ccccc3)[nH]c2c1	0.1	10	9	0.0
Nc1ccccc1C(=O)N=Nc1[nH]c(N)c2ccccc12	-0.2	-28	33	-2.1
Cc1[nH]nc2nc(SCC(=O)NCCC3=CCCCC3)n(-c3ccccc3Cl)c(=N)c12	0.1	6	19	-0.2
